Source: PubChem BioAssay (several laboratories)
Candida biofilm: kills Candida albicans biofilms | C. albicans biofilm + clotrimazole, Alamar Blue | 85,000 tested, 0.14% active | inhibition, % at 6 µM;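 active = inhibition above 20%; inactive = inhibition below 20%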;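 note: preformed 24 hr biofilms exposed to compound for 48 hr; 0% = biofilm without compound and 100% = blank killed by clotrimazole plus chlorhexidine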
sEH act: activators of human soluble epoxide hydrolase. P34913. purified human sEH enzymatic activity, activator screen. activation, % at 2 µM. 91,000 tested, 0.04% active. AID 717; in the data active = activation above about 37%; note: values of inactives mirror those of a sister screen read the other way
Smad3 inh: Smad3 (human) transcription factor binding inhibition. 88,000 tested, 0.29% active. P84022. inhibition, % at 25 µM. TR-FRET Smad3/Dy647-FoxH1 peptide binding, europium anti-His;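 active = compounds that reduce the energy-transfer binding signal between the protein and its labelled peptide by more than half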;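 note: 0% = Smad3 plus labelled peptide maximal FRET and 100% = peptide-only background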
Target sequence (P84022 whole entry, looked up): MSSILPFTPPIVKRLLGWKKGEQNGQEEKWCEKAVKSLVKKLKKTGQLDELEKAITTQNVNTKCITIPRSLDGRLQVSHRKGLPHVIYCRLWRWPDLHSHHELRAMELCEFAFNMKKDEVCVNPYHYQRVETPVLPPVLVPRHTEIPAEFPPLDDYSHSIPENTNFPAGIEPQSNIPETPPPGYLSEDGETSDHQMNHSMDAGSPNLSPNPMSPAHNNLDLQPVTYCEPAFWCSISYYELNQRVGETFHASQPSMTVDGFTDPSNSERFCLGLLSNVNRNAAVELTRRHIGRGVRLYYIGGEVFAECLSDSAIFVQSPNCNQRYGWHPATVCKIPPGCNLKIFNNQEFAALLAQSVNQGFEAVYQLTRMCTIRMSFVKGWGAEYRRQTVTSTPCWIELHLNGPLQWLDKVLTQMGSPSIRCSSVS
F-actin modifier: modifiers of cytoskeleton assembly. inhibition, % at 2 µM. 91,000 tested, 0.18% active. HUVEC TNFa F-actin phalloidin imaging, high content. AID 836;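 active = inhibition above the batch mean plus 3 SD and confirmed as a hit by visual image inspection, cut at about 30% in these data, passing the limit was not always enough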; note: strong numbers were not always called active
ERb coact inh: ER-beta (human) coactivator binding inhibition; Q92731; TR-FRET ER-beta LBD / SRC1-Cy5 peptide binding; receptor agonist-loaded with 1 µM estradiol; inhibition, % at 25.6 µM; 86,000 tested, 1.3% active;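 active = compounds whose percent inhibition of the receptor-coactivator binding signal exceeds about 50% in the single-dose screen, limit read from the data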;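 note: 0% = receptor plus peptide wells without compound and 100% = peptide-only wells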
Target sequence (Q92731 whole entry, looked up, the tested form may be a part): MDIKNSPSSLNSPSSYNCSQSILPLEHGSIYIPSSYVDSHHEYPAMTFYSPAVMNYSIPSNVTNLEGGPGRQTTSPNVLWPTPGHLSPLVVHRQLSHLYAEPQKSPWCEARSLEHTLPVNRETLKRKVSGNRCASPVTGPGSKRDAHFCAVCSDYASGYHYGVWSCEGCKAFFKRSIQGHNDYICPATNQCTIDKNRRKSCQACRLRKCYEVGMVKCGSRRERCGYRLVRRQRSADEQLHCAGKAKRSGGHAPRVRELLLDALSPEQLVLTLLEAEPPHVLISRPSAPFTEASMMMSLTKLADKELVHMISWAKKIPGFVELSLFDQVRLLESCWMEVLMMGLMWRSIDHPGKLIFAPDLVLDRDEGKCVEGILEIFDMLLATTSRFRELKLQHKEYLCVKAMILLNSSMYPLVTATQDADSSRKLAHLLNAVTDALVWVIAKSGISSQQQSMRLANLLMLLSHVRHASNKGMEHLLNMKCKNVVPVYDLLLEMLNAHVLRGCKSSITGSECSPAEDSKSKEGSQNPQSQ
VCAM1 TNFa inh: reduces TNF alpha induced VCAM1 expression in HUVEC | inhibition, % at 2 µM | AID 802 | 95,000 tested, 0.48% active | HUVEC TNFa-induced VCAM-1 immunofluorescence, high-content imaging;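 active = inhibition above the batch mean plus 3 SD, with images confirmed as a hit by eye, cut at about 37% in these data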;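 note: 0% = TNF-stimulated DMSO wells and 100% = unstimulated control wells; not every result past the cut was called active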
IL1B cytotox: HUVEC cytotoxicity counter-screen, IL-1B stimulated; 94,000 tested, 0.41% active; AID 845; cell count reduction, % at 2 µM; HUVEC cell count loss, Hoechst imaging;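 active = cell count reduction more than 3 SD above the screen-wide mean, cut at about 70% in these data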;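 note: normalized per plate to untreated control cells as the no-loss baseline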
HUVEC tox TNFa: HUVEC cytotoxicity counter-screen, TNF alpha stimulated. HUVEC TNFalpha-stimulated, Hoechst cell count, imaging. cell count reduction, % at 2 µM. 93,000 tested, 0.17% active;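 active = cell count reduction exceeding the screen mean by over 5 SD, scaled to untreated wells per plate, cut at about 78% in these data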;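 note: cells counted after 24 h of TNF alpha exposure following the 1 h pretreatment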
sEH inhibitor: blocks human soluble epoxide hydrolase activity | recombinant human sEH enzymatic activity assay | inhibition, % at 2 µM | 91,000 tested, 0.34% active | AID 707; in the data active = inhibition above about 80%; note: values of inactives mirror those of a sister screen read the other way; many of its hits are not listed in these tables
Numbers without * were called inactive; . = no result given; [ ] = another dose, or the depositor's remark. These rows are one share of the data, so the mix of outcomes need not match the whole.

Results follow in this order: sEH act	Smad3 inh	F-actin modifier	VCAM1 TNFa inh	ERb coact inh	Candida biofilm	IL1B cytotox	HUVEC tox TNFa	sEH inhibitor
> CCCS(=O)(=O)N1CCCC(C(=O)NC(C)c2ccc3c(c2)OCCO3)C1 (stereo unspecified)
 : -30	0	-6	25	-1	1	-22	-12	32
> CC1CN=C(N(C(=O)Nc2ccccc2)c2ccc(S(=O)(=O)N3CCOCC3)cc2)S1 (stereo unspecified)
 : 8	5[fluorescence artefact?]	0	16	-3	6	-1	-6	-8
> Cc1ccc(-c2nc3ccc(NS(=O)(=O)c4ccccc4)cc3[nH]2)o1
 : 4	11	1	-4	-8	-1	-98	-13	-6
> Cc1ccc(CS(=O)(=O)CCC(=O)NCCN(C)Cc2ccccc2)cc1
 : 0	7	-8	21	-2	5	6	-16	1
> O=C(Nc1ccc(Cl)cc1Cl)c1n[nH]c(Cn2cncn2)n1
 : -2	.	-30	7	.	.	-30	-1	3
> COc1ccccc1OCC(=O)N/N=C1\CCc2ccccc21
 : -4	-1	2	-15	-4	8	-85	-21	3
> Cc1cccc(OCc2n[nH]c(=S)o2)c1
 : -19	-4	-13	10	-10	4	25	-19	17
> Cc1cc(=O)oc2c(C(=O)/C=C/c3ccccc3)c(O)ccc12
 : 22	.	2	22	.	.	6	-17	-19
> COc1cc(NC(=O)NS(=O)(=O)c2ccc(C)cc2)cc(OC)c1
 : 12	-14	.	-60	2[fluorescence artefact?]	7	11	3	-17
> CCOC(=O)Cc1csc(-n2sc3ccccc3c2=O)n1
 : -9	.	-6	-6	.	.	-12	18	10
> Cc1nc(Nc2ccc(S(N)(=O)=O)cc2)oc1C
 : 2	-2	8	14	-8	8	-5	8	-2
> CC(=O)Nc1ccc(N2CCN(C(C)=O)CC2)cc1
 : -3	0	16	-4	63*	5	-31	-12	1
> CCOC(=O)C(C)n1cnc2sc(C)c(C)c2c1=O (stereo unspecified)
 : 7	6	-23	25	3	10	-10	11	-7
> O=C1C2C3C=CC(C3)C2C(=O)N1Cc1ccccc1 (stereo unspecified)
 : -6	3	3	-3	10	.	-21	-4	11
> COc1ccc(-c2nc(N)n(C(C)=O)n2)cc1
 : -11	4	5	-3	-8[fluorescence artefact?]	-1	47	-18	14
> COc1cc2nc(SCC(=O)NCc3ccco3)n(Cc3ccc(Cl)cc3)c(=O)c2cc1OC
 : -6	.	0	10	.	.	-28	10	8
> Cc1cc(C)nc(Nc2nc(=O)c3ccccc3s2)n1
 : -7	-4	16	16	-6	-1	-23	1	7
> CCOC(=O)c1c(C)n(C)c2c(C)cc(O)c(OC(C)=O)c12
 : -10	1	4	5	-4	4	-31	-5	6
> CCN(CC)c1ccc(NC(=O)Cn2nnc(-c3cccc(OC)c3OC)n2)c(C)c1
 : -49	-1	-9	0	5[fluorescence artefact?]	8	-18	-17	48
> Cc1cc(-n2c(C)cc(C(=O)CN3C(=O)NC4(CCCCC4)C3=O)c2C)no1
 : -3	-4[fluorescence artefact?]	0	-46	3	6	-22	90*	1
> Cc1cccc(C)c1NC(=O)C1CCCNC1 (stereo unspecified)
 : -10	8	7	9	-4[fluorescence artefact?]	3	-14	-21	10
> COc1ccc(C(=O)Nc2ccc(S(=O)(=O)N3CCCCC3C)cc2)c(OC)c1OC (stereo unspecified)
 : .	.	-8	-18	.	.	-10	-6	.
> Cc1nc(SC2CC(=O)N(c3cc(Cl)cc(Cl)c3)C2=O)nc2c1CCCC2 (stereo unspecified)
 : -6	-11	6	-10	11	0	14	-13	8
> O=C(CCc1ccccc1)c1ccc2c(c1)OCCCO2
 : -12	-2	8	-16	10	0	-4	8	10
> CS(=O)(=O)N1CCCC(C(=O)NCCc2ccccc2)C1 (stereo unspecified)
 : -2	11	22	-6	-3	9	6	4	4
> O=C(O)C1CC=CCC1C(=O)N1CCN(c2nc(-c3ccccc3)c3ccccc3n2)CC1 (stereo unspecified)
 : .	6	11	6	7[fluorescence artefact?]	0	.	-21	.
> O=C(NCc1ccc(F)cc1)C1CCCN1C(=O)NCc1ccccc1 (stereo unspecified)
 : .	0	-11	22	-6	9	-17	-9	.
> COc1ccc(C(=O)N2CCCc3ccccc32)cc1
 : 10	2	2	1	5	1	-9	-10	-10
> CC(=O)Nc1ccc(Oc2sc(C(=O)c3ccccc3)c(N)c2C#N)cc1
 : 0	.	0	0	.	.	7	-13	-2
> Cc1cccc(N(CC(=O)NC2CCCCC2)C(=O)c2ccc(C)s2)c1
 : -71	.	22	7	.	.	-1	-8	72
> CC1=C(C(=O)Nc2ccccc2C)C(c2cccnc2)n2nc(CCCO)nc2N1 (stereo unspecified)
 : -2	5	14	19	-5	6	-41	-8	6
> CCOc1ccc2oc(-c3ccccc3)c(C(=O)N3CCN(CCO)CC3)c2c1
 : 1	9	2	-35	-5	7	44	.	4
> Cc1cc(C)n2nc(C(=O)Nc3ccc4c(c3)OCO4)nc2n1
 : -5	7	22	14	49[fluorescence artefact?]	1	-13	-21	5
> O=C(OCc1cc(-c2ccccc2)no1)c1ccc2ccccc2n1
 : .	1	14	10	1[fluorescence artefact?]	0	-39	-46	.
> O=C(CN1CCC(c2nc3ccccc3[nH]2)CC1)Nc1ccc2c(c1)OCO2
 : -17	1	-6	-4	1	6	15	6	17
> COc1ccc(-c2nnn(CCC(=O)O)n2)cc1
 : -4	-4	-1	7	-7[fluorescence artefact?]	5	3	-8	2
> Nn1c(SCC(=O)Nc2ccc3c(c2)OCO3)nnc1-c1ccncc1
 : 5	13	2	1	10	6	5	-6	-6
> CCOC(=O)c1c(CN2CCC(C)CC2)oc2ccc(OC)cc12
 : -9	1	13	-12	-1	7	-6	-12	10
> O=C(C1CCCCC1)N1CCCC(c2nc3c(nnn3Cc3ccccc3)c(=O)[nH]2)C1 (stereo unspecified)
 : -11	-1	1	.	-24	4	-40	.	12
> Cc1ccc(/C=N/NC(=O)Cn2cnc3ccccc32)o1
 : -14	.	-2	12	.	.	-26	-5	15
> Cc1cnn(-c2cc(N/N=C/c3ccc(F)cc3)ncn2)c1
 : -1	.	17	5	.	.	-38	-5	1
> Cc1nn(Cc2ccc(F)cc2)c(C)c1NC(=O)c1nn(C)cc1Cl
 : 11	7	9	-1	-20[fluorescence artefact?]	6	19	11	-11
> CC(C)c1cc[n+](-c2nc([O-])sc2C=O)cc1
 : 4	.	20	-10	.	.	-5	-6	-7
> CC(C)(C)c1csc(NC(=O)CSc2nc3ccccc3c(=O)[nH]2)n1
 : -15	-3	15	-18	28	1	-7	-10	13
> Cc1nc(SCC(=O)c2cccs2)c2oc3ccccc3c2n1
 : 7	0	-7	-11	-5	-7	1	-5	-7
> CCCCN1C(=O)C(O)=C(C(C)=O)C1c1ccc(OC)cc1OC (stereo unspecified)
 : .	1	-2	6	-5	4	3	-18	.
> COCCN1C(=O)N(c2cccc(C)c2)C(=O)C1CC(=O)Nc1ccc(F)cc1 (stereo unspecified)
 : 0	12[fluorescence artefact?]	-12	8	-6[fluorescence artefact?]	5	-12	-7	2
> COC(=O)c1cccc(Oc2nc(N3CCOCC3)nc(N3CCOCC3)n2)c1
 : 17	6	-4	7	-9[fluorescence artefact?]	10	-3	-11	-13
> Cc1sc(NC(=O)CN(C)C2CCCCC2)nc1-c1ccc2c(c1)CCN2S(=O)(=O)c1ccccc1
 : 9	.	-16	5	.	.	0	0	-12
> CC(C)NC(=O)CSc1nnc(-c2ccc(C(C)(C)C)cc2)n1C
 : -2	-16	-9	-42	9[fluorescence artefact?]	11	-51	-13	0
> CCCCN(CCCC)CP(=O)(c1ccccc1)c1ccccc1
 : 0	-8	14	-9	-16	1	24	-25	-2
> COc1ccccc1C(=O)NN1C(=O)C2C3C=CC(O3)C2C1=O (stereo unspecified)
 : -3	.	-1	3	.	.	-68	4	5
> CN(C)S(=O)(=O)c1cccc(NC(=S)Nc2ccc(Cl)cc2Cl)c1
 : -10	.	-15	1	.	.	10	0	12
> C(=N\n1cnnc1)/c1ccc2ncccc2c1
 : -10	-1	5	-3	-7[fluorescence artefact?]	7	7	-8	10
> NC(=O)C1CC(=O)N(c2ccc(OCC(=O)Nc3cccc(C(F)(F)F)c3)cc2)C1 (stereo unspecified)
 : 3	8	-16	-17	21	-1	30	52	-5
> Cc1nc2ccccc2c(=O)n1/N=C/c1ccncc1
 : 0	0	-25	20	4	10	3	-15	-2
> Cc1ccc2c(CSc3nncs3)cc(=O)oc2c1
 : .	-2	0	-5	-16[fluorescence artefact?]	-5	8	1	.
> O=C1CC(=O)N(CCNc2ncc(C(F)(F)F)cc2Cl)C(=O)N1
 : -4	.	-23	1	.	.	21	-22	4
> O=C(NCN1C(=O)C2C3C=CC(C3)C2C1=O)Nc1nccs1 (stereo unspecified)
 : 11	.	1	-15	.	.	2	14	-8
> CCOC(=O)c1cc(-c2cccs2)nc2onc(C)c12
 : 14	7	-22	-20	9[fluorescence artefact?]	6	-64	6	-11

Next part.
Results follow in this order: sEH act	Smad3 inh	F-actin modifier	VCAM1 TNFa inh	ERb coact inh	Candida biofilm	IL1B cytotox	HUVEC tox TNFa	sEH inhibitor
> CCC(=O)N1CCCc2cc(S(=O)(=O)N3CCN(c4ncccn4)CC3)ccc21
 : -13	7	9	-7	0	-2	6	-18	12
> Cc1cc(NC(=O)C2C3C(=O)N(Cc4ccc(Cl)cc4)C(C(=O)NCc4ccccc4)C34C=CC2(C)O4)no1 (stereo unspecified)
 : 7	5	-9	3	-7	2	-22	-13	-9
> O=C(c1ccccc1)c1ccc2ccccc2n1
 : -6	.	1	10	.	.	-2	-15	7
> ON=C1/C(=N\O)CC2(C/C1=N/O)OCCO2
 : 16	3	-13	5	60*	7	0	-22	-18
